High-throughput results (PubChem)
M. tuberculosis HTS = M. tuberculosis growth inhibition, HTS (AID 449762) | M. tuberculosis H37Rv growth inhibition, 7H9 media; higher % means a stronger effect | inhibition, % at 25 µM; hits with a dose series show IC50 in µM | 330,000 compounds, 0.59% hits; in the data active = a potency from the dose series; inconclusive = inhibition above about 70% without an active follow-up result;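 note: bacterial growth assessed after seven days of incubation; strong numbers were not always called active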
Salmonella PhoP GFP = PhoP regulon inhibitors, Salmonella typhi PhoP promoter GFP reporter, confirmatory (AID 1850); 310,000 compounds, 0.33% hits; one-dose inhibition, % at 50 µM; IC50 in µM for titrated hits; Salmonella Typhi PhoP-promoter GFP reporter, fluorescence, 4 h; higher % means a stronger effect; in the data active = a potency from the dose series; inconclusive = inhibition mostly from about 25% at the one dose, without a potency; inactive = the rest, 99 in 100 with inhibition below about 19%;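 note: 0% = induced wells with vehicle and 100% = uninduced wells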
tuberculosis growth = growth inhibition of non-replicating M. tuberculosis (AID 488890) | Mycobacterium tuberculosis non-replicating, growth inhibition; higher % means a stronger effect | one-dose inhibition, % at 25 µM; IC50 in µM for titrated hits | 320,000 compounds, 0.39% hits; in the data active = a potency from the dose series; inconclusive = inhibition mostly from about 82% at the one dose, without a potency; inactive = the rest, 99 in 100 with inhibition below about 76%;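 note: plate controls were DMSO cells for no effect and high antibiotic wells for full effect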
inhibitors of VEEV = inhibitors of VEEV TC-83 cytopathic effect, confirmation, Vero cells (AID 588727); Vero cells, VEEV TC-83 cytopathic effect inhibition; higher % means a stronger effect; one-dose inhibition, % at 20 µM; IC50 in µM for titrated hits; 350,000 compounds, 0.13% hits; in the data active = a potency from the dose series; inconclusive = inhibition mostly from about 14% at the one dose, without a potency; inactive = the rest, 99 in 100 with inhibition below about 12%; note: strong numbers were not always called active
H1N1 NS1A inhibition = H1N1 influenza NS1A inhibitors, functional cell based assay (AID 504329). NS1A functional cell-based assay, percent inhibition; higher % means a stronger effect. one-dose inhibition, % at 12.5 µM; IC50 in µM for titrated hits. 340,000 compounds, 0.3% hits; in the data active = a potency from the dose series; inconclusive = inhibition above about 27% without an active follow-up result; note: strong numbers were not always called active
inhibitors of VEEV 10K pilot screen = further read-out of inhibitors of VEEV, marked with its call; inhibition, %; measured here: 10K pilot screen inhibition
* marks the source's active call; other numbers are inactive results.

Results for Cn1nnnc1SCC(=O)Nc1ccccc1Cc1ccccc1 ?
M. tuberculosis HTS: -2%; Salmonella PhoP GFP: -4%; tuberculosis growth: 0%; inhibitors of VEEV: 0.3%; H1N1 NS1A inhibition: 3%

Results for Cc1ccc(-c2csc(NC(=O)N3CCOCC3)n2)cc1 ?
M. tuberculosis HTS: 15%; Salmonella PhoP GFP: 3%; tuberculosis growth: 5%; inhibitors of VEEV: 0.3%; H1N1 NS1A inhibition: -3%; inhibitors of VEEV 10K pilot screen: 2.1

Results for CC12CCC(=O)N1C(C(=O)NNC(=O)COc1ccccc1F)CS2 (centres undefined) ?
M. tuberculosis HTS: -13%; tuberculosis growth: -8%; inhibitors of VEEV: 2.8%; H1N1 NS1A inhibition: -15%

How did O=C(CNCC1CCCO1)Nc1ccccc1N1CCCCCC1 (centres undefined) do in these assays?
M. tuberculosis HTS: -6%; Salmonella PhoP GFP: -5%; tuberculosis growth: 31%; inhibitors of VEEV: 1.0%; H1N1 NS1A inhibition: -5%

Results for COc1ccc(Cn2nnnc2CN2CCOCC2)cc1 ?
M. tuberculosis HTS: -17%; Salmonella PhoP GFP: 5%; tuberculosis growth: 8%; inhibitors of VEEV: 0.2%; H1N1 NS1A inhibition: -4%

How did O=C1NC2=C(C(=O)CCC2)C(c2ccccc2Cl)N1 (centres undefined) do in these assays?
M. tuberculosis HTS: 8%; Salmonella PhoP GFP: 7%; tuberculosis growth: -6%; inhibitors of VEEV: inactive; H1N1 NS1A inhibition: -2%

Results for COc1ccc(CN(C)C(=O)CNC(=O)Cc2cccc3ccccc23)c(OC)c1OC ?
M. tuberculosis HTS: -1%; Salmonella PhoP GFP: -4%; tuberculosis growth: 24%; inhibitors of VEEV: 5.9%; H1N1 NS1A inhibition: -8%

What do the screens show for `COc1cccc(NC(=O)C2C(c3ccccc3)C2(Cl)Cl)c1` (centres undefined)?
M. tuberculosis HTS: -9%; Salmonella PhoP GFP: -5%; tuberculosis growth: 16%; inhibitors of VEEV: inactive; H1N1 NS1A inhibition: -18%

How did Cc1[nH]c2ccc(C(=O)N3CCN(c4ccccc4Cl)CC3)cc2c1C do in these assays?
M. tuberculosis HTS: 0%; Salmonella PhoP GFP: 2%; tuberculosis growth: 5%; inhibitors of VEEV: 4.5%; H1N1 NS1A inhibition: -3%

What do the screens show for `c1ccc2c(NCC3CCCO3)nc(N3CCCCC3)nc2c1` (centres undefined)?
M. tuberculosis HTS: 9%; Salmonella PhoP GFP: -1%; tuberculosis growth: 26%; inhibitors of VEEV: 3.3%; H1N1 NS1A inhibition: 8%

What do the screens show for `CC(C)N(C(=O)COC(=O)c1ccc(Cl)s1)c1ccccc1`?
M. tuberculosis HTS: 4%; tuberculosis growth: 32%; inhibitors of VEEV: inactive; H1N1 NS1A inhibition: -7%

Results for Cc1cc(OCc2cc(C(=O)O)oc2C)c2c3c(c(=O)oc2c1)CCCC3 ?
M. tuberculosis HTS: 61%; Salmonella PhoP GFP: 1%; tuberculosis growth: 5%; inhibitors of VEEV: 2.4%; H1N1 NS1A inhibition: -2%

Reprinted at random: 2 entries already listed
Results for Cc1cc(OCc2cc(C(=O)O)oc2C)c2c3c(c(=O)oc2c1)CCCC3 ?
M. tuberculosis HTS: 61%; Salmonella PhoP GFP: 1%; tuberculosis growth: 5%; inhibitors of VEEV: 2.4%; H1N1 NS1A inhibition: -2%

How did O=C(CNCC1CCCO1)Nc1ccccc1N1CCCCCC1 (centres undefined) do in these assays?
M. tuberculosis HTS: -6%; Salmonella PhoP GFP: -5%; tuberculosis growth: 31%; inhibitors of VEEV: 1.0%; H1N1 NS1A inhibition: -5%

The results go on.
How did Cc1ccc(OCC(=O)Nc2cccc(S(=O)(=O)N3CCCCCC3)c2)cc1C do in these assays?
M. tuberculosis HTS: 0%; Salmonella PhoP GFP: -8%; tuberculosis growth: -2%; inhibitors of VEEV: 3.3%; H1N1 NS1A inhibition: -2%

Results for COC(=O)Cn1c(=O)c(C(=O)CCl)c(N)n(Cc2ccccc2)c1=O ?
M. tuberculosis HTS: -4%; Salmonella PhoP GFP: 14%; tuberculosis growth: 44%; inhibitors of VEEV: 37%; H1N1 NS1A inhibition: -14%

What do the screens show for `COc1ccc(C(=O)C2CCCN(C(=O)c3cccc(Cl)c3F)C2)cc1OC` (centres undefined)?
M. tuberculosis HTS: 12%; Salmonella PhoP GFP: -2%; inhibitors of VEEV: 1.5%; H1N1 NS1A inhibition: -2%

Results for CCOP(=O)(OCC)C(NC(=O)c1ccc(OC)c(OC)c1)c1ccccc1 (centres undefined) ?
M. tuberculosis HTS: -1%; Salmonella PhoP GFP: -8%; tuberculosis growth: 0%; inhibitors of VEEV: 1.1%; H1N1 NS1A inhibition: -17%

What do the screens show for `O=C(Nc1ccccc1)C1=C(O)CC(c2ccco2)CC1=Nc1ccccc1` (centres undefined)?
M. tuberculosis HTS: -4%; Salmonella PhoP GFP: -17%; tuberculosis growth: 6%; inhibitors of VEEV: 6.8%; H1N1 NS1A inhibition: -5%

What do the screens show for `COc1nc(-c2cccc([N+](=O)[O-])c2)nc2ccccc12`?
M. tuberculosis HTS: 4%; Salmonella PhoP GFP: -8%; tuberculosis growth: -12%; inhibitors of VEEV: 5.9%

How did Cc1cccc(C(=O)NC2CCN(CC(=O)Nc3ccccc3Cl)CC2)c1 do in these assays?
M. tuberculosis HTS: 0%; Salmonella PhoP GFP: 8%; tuberculosis growth: -10%; inhibitors of VEEV: 4.0%; H1N1 NS1A inhibition: -6%

Results for COC(=O)C(NC(=O)CCc1nnc2ccc(N3CCC(C)CC3)nn12)C(C)C (centres undefined) ?
M. tuberculosis HTS: 6%; Salmonella PhoP GFP: -2%; tuberculosis growth: -3%; inhibitors of VEEV: 0.6%; H1N1 NS1A inhibition: -6%

Results for CS(=O)(=O)c1ccccc1-c1nc(-c2cccc(Cl)c2)no1 ?
M. tuberculosis HTS: -6%; Salmonella PhoP GFP: -3%; tuberculosis growth: 7%; inhibitors of VEEV: 5.9%; H1N1 NS1A inhibition: 1%; inhibitors of VEEV 10K pilot screen: 2.7

What do the screens show for `CC(C)CCC(O)(c1ccccc1)C(CN1CCOCC1)c1ccccc1` (centres undefined)?
M. tuberculosis HTS: 7%; Salmonella PhoP GFP: 3%; tuberculosis growth: 8%; inhibitors of VEEV: inactive; H1N1 NS1A inhibition: 1%

What do the screens show for `COc1ccc(S(=O)(=O)N2CCCC2)cc1NC(=O)c1ccccc1F`?
M. tuberculosis HTS: -1%; Salmonella PhoP GFP: 1%; tuberculosis growth: -5%; inhibitors of VEEV: 0.5%; H1N1 NS1A inhibition: 0%

Results for CCc1ccccc1Nc1nc(N)nc(COC(=O)CCNS(=O)(=O)c2ccccc2)n1 ?
M. tuberculosis HTS: 28%; Salmonella PhoP GFP: -7%; tuberculosis growth: 38%; inhibitors of VEEV: 12%; H1N1 NS1A inhibition: -2%

How did Cc1onc(-c2ccccc2Cl)c1C(=O)Nc1cccc2cccnc12 do in these assays?
M. tuberculosis HTS: 14%; Salmonella PhoP GFP: 0%; tuberculosis growth: 20%; inhibitors of VEEV: 12%; H1N1 NS1A inhibition: -1%; inhibitors of VEEV 10K pilot screen: 10

Results for Cc1csc2nc(COC(=O)c3cccc(N(C)C)c3)cc(=O)n12 ?
M. tuberculosis HTS: -4%; tuberculosis growth: 4%; inhibitors of VEEV: 6.5%; H1N1 NS1A inhibition: -9%

How did S=C(NCc1ccco1)N/N=C/c1cccnc1 do in these assays?
M. tuberculosis HTS: -7%; Salmonella PhoP GFP: 22%; tuberculosis growth: 7%; inhibitors of VEEV: 2.3%; H1N1 NS1A inhibition: -18%

How did CCC(C)(C(=O)NC1CCCC1)N(Cc1ccco1)C(=O)c1ccccn1 (centres undefined) do in these assays?
M. tuberculosis HTS: -1%; Salmonella PhoP GFP: 5%; tuberculosis growth: 10%; inhibitors of VEEV: 0.5%; H1N1 NS1A inhibition: -5%

What do the screens show for `CC(C)(C)NCCC(O)c1cc(C(F)(F)F)nc2c(C(F)(F)F)cccc12` (centres undefined)?
inhibitors of VEEV: inactive; H1N1 NS1A inhibition: -15%

Results for CC(C)CCC1(CCO)C(=O)N=C(N)NC1=O (centres undefined) ?
inhibitors of VEEV: 0.9%; H1N1 NS1A inhibition: -18%

How did Cc1ccc(C)c(C2NC(=O)c3ccccc3N2)c1 (centres undefined) do in these assays?
M. tuberculosis HTS: 2%; Salmonella PhoP GFP: -7%; tuberculosis growth: -2%; inhibitors of VEEV: inactive; H1N1 NS1A inhibition: 4%

What do the screens show for `CC1Cc2nc(SCC(=O)Nc3ccc4c(c3)OCO4)n(CCc3ccccc3)c(=O)c2S1` (centres undefined)?
M. tuberculosis HTS: 2%; Salmonella PhoP GFP: -2%; tuberculosis growth: -11%; inhibitors of VEEV: 11%; H1N1 NS1A inhibition: 0%

How did O=C1c2ccccc2C(=O)N1CCOc1ccccc1Cl do in these assays?
M. tuberculosis HTS: -2%; Salmonella PhoP GFP: -7%; tuberculosis growth: 34%; inhibitors of VEEV: 0.7%; H1N1 NS1A inhibition: 7%

What do the screens show for `O=C(N/N=C/c1ccccc1F)NC12CC3CC(CC(C3)C1)C2`?
M. tuberculosis HTS: inconclusive; Salmonella PhoP GFP: -32%; tuberculosis growth: 27%; inhibitors of VEEV: 8.2%; H1N1 NS1A inhibition: -3%

What do the screens show for `O=C(c1ccccc1Oc1nnnn1-c1ccccc1)N1CCOCC1`?
M. tuberculosis HTS: -1%; Salmonella PhoP GFP: 2%; tuberculosis growth: -4%; inhibitors of VEEV: 3.9%; H1N1 NS1A inhibition: 8%

Results for CC(=O)Nc1nc(-c2ccccc2)ns1 ?
M. tuberculosis HTS: -3%; Salmonella PhoP GFP: -3%; tuberculosis growth: 5%; inhibitors of VEEV: 2.1%; H1N1 NS1A inhibition: -42%

How did CN(C)C(=O)NC(Nc1cccc([N+](=O)[O-])c1)C(Cl)(Cl)Cl (centres undefined) do in these assays?
M. tuberculosis HTS: 28%; Salmonella PhoP GFP: 12%; tuberculosis growth: -12%; inhibitors of VEEV: 0.4%; H1N1 NS1A inhibition: 6%

How did Fc1ccc(CN2CCN(c3ncccn3)CC2)c(F)c1 do in these assays?
M. tuberculosis HTS: -5%; Salmonella PhoP GFP: -1%; tuberculosis growth: 49%; inhibitors of VEEV: 2.8%; H1N1 NS1A inhibition: -5%

How did Cc1ccsc1C(=O)C1CCCN(Cc2cn(C)nc2C)C1 (centres undefined) do in these assays?
M. tuberculosis HTS: 6%; Salmonella PhoP GFP: -8%; tuberculosis growth: -14%; inhibitors of VEEV: 0.4%; H1N1 NS1A inhibition: 0%

Results for Cc1c(OCc2nn[nH]n2)ccc2c3c(c(=O)oc12)CCCC3 ?
M. tuberculosis HTS: -4%; Salmonella PhoP GFP: 21%; tuberculosis growth: 17%; inhibitors of VEEV: 0.5%; H1N1 NS1A inhibition: -9%

What do the screens show for `O=[N+]([O-])c1ccc(N/N=C/C=C/c2ccco2)cc1`?
M. tuberculosis HTS: inconclusive; Salmonella PhoP GFP: 7%; tuberculosis growth: 79%; inhibitors of VEEV: 0.4%; H1N1 NS1A inhibition: -20%

How did OCCNc1ncnc2c1nnn2Cc1ccccc1 do in these assays?
inhibitors of VEEV: inactive; H1N1 NS1A inhibition: 2%

How did COc1ccc(S(=O)(=O)N2CCN(C(=O)c3cc(-c4ccccc4OC)n[nH]3)CC2)cc1 do in these assays?
M. tuberculosis HTS: 2%; Salmonella PhoP GFP: 2%; tuberculosis growth: 14%; inhibitors of VEEV: 1.1%; H1N1 NS1A inhibition: -4%

What do the screens show for `Cc1nn(CCOc2ccccc2)c(=O)n1-c1cccc(F)c1`?
M. tuberculosis HTS: 1%; Salmonella PhoP GFP: -8%; tuberculosis growth: -8%; inhibitors of VEEV: 0.7%; H1N1 NS1A inhibition: -6%

Results for COC(=O)C1CCN(C(=O)COc2ccc(N(C)S(=O)(=O)c3ccc(C)cc3)cc2)CC1 ?
M. tuberculosis HTS: -8%; tuberculosis growth: 10%; inhibitors of VEEV: 1.9%; H1N1 NS1A inhibition: 1%

Results for Cc1nc(Cc2nnc(SC(C)C(=O)N3c4ccccc4NC(=O)C3(C)C)o2)cs1 (centres undefined) ?
M. tuberculosis HTS: 1%; tuberculosis growth: 1%; inhibitors of VEEV: inactive; H1N1 NS1A inhibition: -14%

What do the screens show for `Cc1ccc(C)c(NC(=O)C2CCN(C(=O)c3cccs3)CC2)c1`?
M. tuberculosis HTS: -7%; Salmonella PhoP GFP: -5%; tuberculosis growth: 2%; inhibitors of VEEV: 0.2%; H1N1 NS1A inhibition: 3%

Rows were taken by chance, and some 1.6% of all compounds hit somewhere here.
